RGS8-Gao: RGS8-Galphao binding modulators, primary screen, biochemical, multiplexed bead flow cytometry. actives lie on both sides. Guanine nucleotide-binding protein G(o) subunit alpha (Homo sapiens), P09471. response (percent of control binding), % at 10 µM. 220,000 tested, 0.34% active; in the data active means response below about 60% or above about 140%; inactive means in between;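 further: Galphao activated as the GDP aluminium fluoride complex binding bead-coupled RGS8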
Target sequence (P09471 whole entry, looked up): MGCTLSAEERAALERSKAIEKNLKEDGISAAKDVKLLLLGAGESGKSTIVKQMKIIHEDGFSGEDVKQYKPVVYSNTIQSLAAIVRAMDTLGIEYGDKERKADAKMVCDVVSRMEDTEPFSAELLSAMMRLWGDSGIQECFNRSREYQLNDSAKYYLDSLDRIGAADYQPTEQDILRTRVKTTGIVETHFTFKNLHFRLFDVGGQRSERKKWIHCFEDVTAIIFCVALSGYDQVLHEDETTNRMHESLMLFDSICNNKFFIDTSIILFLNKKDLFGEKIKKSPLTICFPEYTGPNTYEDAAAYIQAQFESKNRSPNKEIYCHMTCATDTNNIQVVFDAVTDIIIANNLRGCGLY
Mcl1 Noxa PPI: Mcl-1/Noxa binding inhibitors, primary screen, biochemical, TR-FRET, 1536-well; Induced myeloid leukemia cell differentiation protein Mcl-1 (Homo sapiens), Q07820; TR-FRET Mcl-1/Noxa peptide binding, 2 h; inhibition, % at 21.7 µM; 220,000 tested, 1.5% active; AID 1022, 2008;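 active means compounds that cut the protein-peptide binding signal by more than 50% relative to plate controls in a single-dose test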;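 further: His-tagged Mcl-1 with rhodamine Noxa BH3 peptide and terbium anti-His antibody; 0% = Mcl-1 plus Noxa peptide wells and 100% = peptide-only wells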
Target sequence (Q07820 whole entry, looked up): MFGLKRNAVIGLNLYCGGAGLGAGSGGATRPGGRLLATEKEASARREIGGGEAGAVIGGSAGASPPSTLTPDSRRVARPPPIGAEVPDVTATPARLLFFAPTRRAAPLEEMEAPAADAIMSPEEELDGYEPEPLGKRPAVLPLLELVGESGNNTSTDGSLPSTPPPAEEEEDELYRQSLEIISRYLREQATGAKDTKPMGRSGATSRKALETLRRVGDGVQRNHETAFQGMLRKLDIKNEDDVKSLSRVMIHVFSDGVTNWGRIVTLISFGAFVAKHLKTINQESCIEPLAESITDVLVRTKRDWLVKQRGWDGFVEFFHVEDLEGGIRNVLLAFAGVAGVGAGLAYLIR
Pf gametocyte: late stage P. falciparum gametocyte viability inhibitors, primary screen, ATP luminescence, HTS; P. falciparum stage V gametocytes, 24 h; inhibition, % at 10.9 µM; 150,000 tested, 0.065% active; AID 743093, 2013;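 active means inhibition above the mean plus 3 SD of compounds within the control limits, set per campaign, cut at about 38% in these data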;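 further: 0% = DMSO wells and 100% = medium only without gametocytes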
Avidin fluor: green autofluorescence of compounds with avidin beads – biophysical, 488/530 nm, flow cytometry, artefact control, profiling panel; 220,000 tested, 0.38% active; fluorescence (KMESF) at 10 µM; compound fluorescence 488/530 nm; stronger effect = higher value; in the data active means fluorescence above about 47; further: inactives centre near 10
ABCG2 block: ABCG2 efflux pump inhibitors, primary screen, multiplex with ABCB1, IgMXP3 cells, flow cytometry; Broad substrate specificity ATP-binding cassette transporter ABCG2 (Homo sapiens), Q9UNQ0; 190,000 tested, 0.1% active; JC-1 efflux; AID 1325, 2008; inhibition, % at 6.6 µM;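 active means inhibition above 80%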;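 further: 0% = DMSO and 100% = nicardipine control wells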
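Times: 10 min at 25 °C | Test system: Two drug-resistant human cell lines, ABCG2 and ABCB1 | Quantity: 3 million cells/mL final, two lines in 1:1 ratio | Signal: Flow cytometry, 530 nm JC-1 signal | Dosing: Compound at 6.6 µM | Controls: Nicardipine and DMSO wells | Reagent: JC-1 as fluorescent efflux pump substrate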
Mcl-1 Bim block: inhibitors of Bim peptide binding to Mcl-1, primary screen, biochemical, bead-based flow cytometry, multiplex; Induced myeloid leukemia cell differentiation protein Mcl-1 (Homo sapiens), Q07820; Bim peptide-Mcl-1 binding; inhibition, % at 10 µM; 190,000 tested, 0.1% active; in the data active means inhibition above about 40%;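 further: 0% = no compound tracer wells and 100% = peptide blocker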
GSH fluor: compound fluorescence on glutathione beads, profiling panel, artefact control, biophysical, 488/530 nm, flow cytometry; 190,000 tested, 0.25% active; AID 1776, 2009; GSH beads flow cytometry, compound fluorescence 488/530 nm; stronger effect = higher value; fluorescence (KMESF) at 10 µM; in the data active means fluorescence above about 89;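 further: glutathione beads carrying GST-tagged Bcl family fusion proteins plus one bare bead set; values are compound well signal with DMSO vehicle wells as background; inactives centre near 16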
RGS7-Gao: RGS7-Galphao binding modulators, primary screen, biochemical, multiplexed bead flow cytometry; actives lie on both sides; binding response (% of control), % at 10 µM; 220,000 tested, 0.35% active; in the data active means binding response below about 49% or above about 150%; inconclusive means no clear call, values can overlap the other calls; inactive means in between;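 further: fluorescent Galphao held in activated GDP-AlF4 state binding bead-coupled RGS7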
Mcl1-Bid inh: Mcl-1/Bid binding inhibitors, primary screen, biochemical, TR-FRET, 1536-well; TR-FRET Mcl-1/Bid-Dy647 peptide binding; inhibition, % at 21.7 µM; 220,000 tested, 0.97% active; AID 1021, 2008;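 active means compounds that cut the binding signal by more than half at the single screening dose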;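 further: His-tagged Mcl-1 with europium anti-His antibody binding Bid BH3 peptide; 0% = Mcl-1 plus peptide wells and 100% = peptide-only wells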
RGS4-Gao reg: modulators of RGS4 binding to Galphao, primary screen, biochemical, multiplexed bead flow cytometry. actives lie on both sides. binding response (% of control), % at 10 µM. 220,000 tested, 0.33% active. AID 1415, 2008; in the data active means binding response below about 49% or above about 150%; inactive means in between;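 further: fluorescent Galphao activated with aluminum fluoride binding bead-coupled RGS4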
ABCB1 inh: ABCB1 efflux pump inhibitors, primary screen, cell-based, multiplex, flow cytometry, ABCG2 counter-screen | AID 1326, 2008 | ATP-dependent translocase ABCB1 (Homo sapiens), P08183 | CCRF-Adr cells, JC-1 efflux | inhibition, % at 6.6 µM | 190,000 tested, 0.067% active; in the data active means inhibition above about 40%;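 further: 0% = vehicle and 100% = reference inhibitor; higher value means more JC-1 retained so stronger ABCB1 efflux block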
Starred values were filed as active, the others as inactive.

Screening COc1cc(C(=O)NCC(c2ccccc2)N(C)C)ccc1OCC(=O)N1CCOCC1 (stereo unspecified) returned RGS8-Gao 98, Mcl1 Noxa PPI -8, Pf gametocyte -3, Avidin fluor 16, ABCG2 block 3, Mcl-1 Bim block -4, GSH fluor 11, RGS7-Gao 99, Mcl1-Bid inh 4, RGS4-Gao reg 98 and ABCB1 inh 1.3.
For Clc1ccc(-c2nc3ncccn3c2Cl)cc1 the results were RGS8-Gao 99, Mcl1 Noxa PPI 6, Avidin fluor 11, ABCG2 block 4, Mcl-1 Bim block 3, GSH fluor 10, RGS7-Gao inconclusive, Mcl1-Bid inh -10, RGS4-Gao reg 101 and ABCB1 inh 0.4.
NCCCC[C@H]1CNC(=S)N1CCc1cccc(F)c1 was read as RGS8-Gao 98, Mcl1 Noxa PPI 7, Avidin fluor 5, ABCG2 block 1, Mcl-1 Bim block 0, GSH fluor 21, RGS7-Gao 98, Mcl1-Bid inh -19, RGS4-Gao reg 101 and ABCB1 inh 0.5.
`Cc1ccc(C(=O)Nc2ccc3c(c2)CCC3)cc1` gave RGS8-Gao 96, Mcl1 Noxa PPI 10, Pf gametocyte -16, Avidin fluor 5, ABCG2 block 24, Mcl-1 Bim block -1, GSH fluor 22, RGS7-Gao 91, Mcl1-Bid inh -26, RGS4-Gao reg 91 and ABCB1 inh 1.8.
Screening CCOc1cc(C(=O)OCC(=O)Nc2cc(C)on2)ccc1OCC(C)C returned RGS8-Gao 98, Mcl1 Noxa PPI 4, Avidin fluor 10, ABCG2 block 6, Mcl-1 Bim block -1, GSH fluor 18, RGS7-Gao 87, Mcl1-Bid inh -7, RGS4-Gao reg 93 and ABCB1 inh 1.0.
Screening CCOc1ccc(N2C(=O)CS/C2=N/NC(=O)COc2ccc3ccccc3c2)cc1 returned RGS8-Gao 98, Mcl1 Noxa PPI -8, Pf gametocyte 3, Avidin fluor 20, ABCG2 block 4, Mcl-1 Bim block 0, GSH fluor 56, RGS7-Gao 97, Mcl1-Bid inh -34, RGS4-Gao reg 95 and ABCB1 inh 0.7.
O=C(Nc1ccc(-c2csc(Nc3cccc(C(F)(F)F)c3)n2)cc1)c1ccccc1 was read as RGS8-Gao 99, Mcl1 Noxa PPI 27, Pf gametocyte -34, Avidin fluor 8, RGS7-Gao inconclusive, Mcl1-Bid inh -71 and RGS4-Gao reg 96.
Screening CNC(=S)Nc1cccc(C(C)=O)c1 returned RGS8-Gao 102, Mcl1 Noxa PPI 8, Pf gametocyte 8, Avidin fluor 9, ABCG2 block 14, Mcl-1 Bim block 0, GSH fluor 20, RGS7-Gao inconclusive, Mcl1-Bid inh -33, RGS4-Gao reg 103 and ABCB1 inh 0.8.
For Cc1ccc(N2CCN(/N=C/c3ccccc3)CC2)cc1 the results were RGS8-Gao 97, Mcl1 Noxa PPI 7, Pf gametocyte -17, Avidin fluor 5, ABCG2 block 2, Mcl-1 Bim block 24, GSH fluor 10, RGS7-Gao 100, Mcl1-Bid inh -20, RGS4-Gao reg 99 and ABCB1 inh 0.4.
For O=C(Oc1ccc2c(=O)c(Cl)coc2c1)c1cccnc1 the results were RGS8-Gao 99, Mcl1 Noxa PPI -6, Avidin fluor 35, ABCG2 block 0, Mcl-1 Bim block 1, GSH fluor 11, RGS7-Gao 110, Mcl1-Bid inh -15, RGS4-Gao reg 101 and ABCB1 inh -0.1.
CC(C)NC(=O)NC(=O)COC(=O)c1cccc(OC(F)F)c1 was read as RGS8-Gao 100, Mcl1 Noxa PPI 1, Avidin fluor 11, ABCG2 block 12, Mcl-1 Bim block 0, GSH fluor 13, RGS7-Gao inconclusive, Mcl1-Bid inh -25, RGS4-Gao reg 99 and ABCB1 inh 1.2.
For COc1ccc(-c2nnn(CC(=O)N(C3CCCC3)C(C)C(=O)NC3CCCC3)n2)cc1OC (stereo unspecified) the results were RGS8-Gao 107, Mcl1 Noxa PPI -7, Pf gametocyte 15, Avidin fluor 5, ABCG2 block -4, Mcl-1 Bim block 0, GSH fluor 28, RGS7-Gao 106, Mcl1-Bid inh -1, RGS4-Gao reg 108 and ABCB1 inh -3.6.
`COc1ccc(CCNC(=O)Nc2cccc([N+](=O)[O-])c2)cc1` gave RGS8-Gao 104, Mcl1 Noxa PPI -7, Pf gametocyte -31, Avidin fluor 12, ABCG2 block 4, Mcl-1 Bim block 0, GSH fluor 24, RGS7-Gao 101, Mcl1-Bid inh -8, RGS4-Gao reg 104 and ABCB1 inh 0.3.
Screening O=C(CSc1n[nH]c(-c2cccs2)n1)N1CCCc2ccccc21 returned RGS8-Gao 101, Mcl1 Noxa PPI 13, Pf gametocyte -19, Avidin fluor 33, ABCG2 block 1, Mcl-1 Bim block 0, GSH fluor 19, RGS7-Gao 101, Mcl1-Bid inh -12, RGS4-Gao reg 99 and ABCB1 inh 0.3.
Screening CN1N=C2c3ccccc3CCC2C1c1ccc(F)cc1 (stereo unspecified) returned RGS8-Gao 101, Mcl1 Noxa PPI -27, Pf gametocyte -6, Avidin fluor 9, RGS7-Gao inconclusive, Mcl1-Bid inh -43 and RGS4-Gao reg 102.
`CCC(C)c1ccc(OCC(=O)O)cc1` (stereo unspecified) gave RGS8-Gao 98, Mcl1 Noxa PPI 5, Pf gametocyte 1, Avidin fluor 14, ABCG2 block 1, Mcl-1 Bim block -3, GSH fluor 49, RGS7-Gao 98, Mcl1-Bid inh -23, RGS4-Gao reg 98 and ABCB1 inh 0.3.
Screening O=C(NCC(c1cccs1)N1CCOCC1)c1ccccc1NS(=O)(=O)c1ccc(Cl)c([N+](=O)[O-])c1 (stereo unspecified) returned RGS8-Gao 102, Mcl1 Noxa PPI 26, Avidin fluor 9, ABCG2 block 1, Mcl-1 Bim block -4, GSH fluor 19, RGS7-Gao 101, Mcl1-Bid inh 26, RGS4-Gao reg 106 and ABCB1 inh -0.1.
`O=c1c(F)cn(C2CCCO2)c(=O)n1Cc1c(F)cccc1Cl` (stereo unspecified) gave RGS8-Gao 102, Mcl1 Noxa PPI 8, Pf gametocyte 6, Avidin fluor 5, ABCG2 block -1, Mcl-1 Bim block -3, GSH fluor 26, RGS7-Gao 101, Mcl1-Bid inh 11, RGS4-Gao reg 102 and ABCB1 inh -1.6.
Screening CCOc1ccc(NCC(=O)c2ccc(C)cc2)cc1 returned RGS8-Gao 108, Mcl1 Noxa PPI -5, Pf gametocyte 27, Avidin fluor 7, ABCG2 block 9, Mcl-1 Bim block 3, GSH fluor 21, RGS7-Gao 117, Mcl1-Bid inh -49, RGS4-Gao reg 110 and ABCB1 inh 1.7.
For COc1ccc(-c2noc(CCCc3ccccc3)n2)cc1OC the results were RGS8-Gao 102, Mcl1 Noxa PPI 18, Avidin fluor 15, ABCG2 block 6, Mcl-1 Bim block -5, GSH fluor 39, RGS7-Gao 99, Mcl1-Bid inh -5, RGS4-Gao reg 98 and ABCB1 inh 0.9.
`O=C(COC(=O)Cn1cnc2ccccc21)Nc1cc2c(cc1Cl)C(=O)c1ccccc1C2=O` gave RGS8-Gao 98, Mcl1 Noxa PPI 54*, Pf gametocyte 24, Avidin fluor 19, ABCG2 block 0, Mcl-1 Bim block 0, GSH fluor 8, RGS7-Gao 96, Mcl1-Bid inh 0, RGS4-Gao reg 96 and ABCB1 inh -0.4.
`CC(C)c1ccc(C2NC(=S)NC3=C2C(=O)CC(C)(C)C3)cc1` (stereo unspecified) gave RGS8-Gao 99, Mcl1 Noxa PPI -9, Avidin fluor 16, ABCG2 block 2, Mcl-1 Bim block -1, GSH fluor 13, RGS7-Gao 102, Mcl1-Bid inh -51, RGS4-Gao reg 99 and ABCB1 inh 0.4.
`Cc1cc(NC(=O)CSc2nnc(C3COc4ccccc4O3)n2N)no1` (stereo unspecified) gave RGS8-Gao 96, Mcl1 Noxa PPI -7, Pf gametocyte -5, Avidin fluor 6, RGS7-Gao inconclusive, Mcl1-Bid inh -20 and RGS4-Gao reg 97.
Screening Cc1cc(C)cc(SCc2noc(C(=O)NCc3ccccc3)c2C(=O)NCc2ccccc2)c1 returned RGS8-Gao 97, Mcl1 Noxa PPI -4, Avidin fluor 7, RGS7-Gao inconclusive, Mcl1-Bid inh -34 and RGS4-Gao reg 93.
For CCOC(=O)CSc1ncc(-c2ccccc2)nn1 the results were RGS8-Gao 99, Mcl1 Noxa PPI -2, Avidin fluor 10, ABCG2 block 5, Mcl-1 Bim block -1, GSH fluor 24, RGS7-Gao 99, Mcl1-Bid inh 11, RGS4-Gao reg 102 and ABCB1 inh 0.3.
`Cc1cc(N)nc2nc(C(F)(F)F)nn12` gave RGS8-Gao 99, Mcl1 Noxa PPI 16, Pf gametocyte -49, Avidin fluor 7, ABCG2 block 2, Mcl-1 Bim block -1, GSH fluor 14, RGS7-Gao 101, Mcl1-Bid inh -3, RGS4-Gao reg 102 and ABCB1 inh -0.1.
For O=C(O)CC1C(=O)NCCN1Cc1ccc(F)c(F)c1 (stereo unspecified) the results were RGS8-Gao 103, Mcl1 Noxa PPI 4, Avidin fluor 8, ABCG2 block -3, Mcl-1 Bim block 0, GSH fluor 24, RGS7-Gao 105, Mcl1-Bid inh -3, RGS4-Gao reg 101 and ABCB1 inh -2.5.
Screening COc1cc(/C=N/N2C(=O)c3ccccc3C2=O)ccc1O returned RGS8-Gao 83, Mcl1 Noxa PPI 27, Pf gametocyte 15, Avidin fluor 10, ABCG2 block 30, Mcl-1 Bim block 0, GSH fluor 17, RGS7-Gao 95, Mcl1-Bid inh -34, RGS4-Gao reg 95 and ABCB1 inh 1.7.
Screening C=CCN1C(=O)CN=C1NCc1ccccc1 returned RGS8-Gao 101, Mcl1 Noxa PPI 5, Avidin fluor 10, ABCG2 block 4, Mcl-1 Bim block 0, GSH fluor 31, RGS7-Gao 99, Mcl1-Bid inh -9, RGS4-Gao reg 102 and ABCB1 inh 1.1.
